Screening data deposited in PubChem by several laboratories.
TbMetRS inhib = T. brucei MetRS inhibitors, primary screen, biochemical, luminescence; methionyl-tRNA synthetase (Trypanosoma brucei brucei); purified T. brucei MetRS, ATP depletion, Kinase-Glo luminescence; inhibition, % at 11.9 µM; actives 0.4% (n = 360,000);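 active = inhibition above a per-plate cutoff of the control wells' mean inhibition plus 3 SD, cut at about 5.5% in these data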;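 note: 0% = DMSO wells median and 100% = median of wells with control inhibitor compound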
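System: purified T. brucei MetRS enzyme / Detection: Kinase-Glo luciferase luminescence reporting remaining unconsumed ATP / Medium: HEPES buffer with MgCl2, KCl, DTT, spermine, BSA, pyrophosphatase / Replication: singlicate, one well per compound / Evaluation: percent inhibition relative to median high and low control wells / Schedule: 2 h aminoacylation at 25 °C after 15 min preincubation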
CendR NRP1 mod = modulators of CendR peptide binding to NRP-1, primary screen, biochemical, fluorescence polarization, uHTS; inhibition, % at 25 µM; actives 0.85% (n = 360,000); FAM-RPARPAR peptide binding to NRP-1; AID 602438, 2012;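 active = inhibition or corrected inhibition above about 18%, plus a signal ratio from 0.5 to 1.5, limit read from the data, passing the limit was not always enough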; note: strong numbers were not always called active
NadD block = inhibitors of S. aureus NadD, primary screen, biochemical, colorimetric, uHTS; Nicotinate-nucleotide adenylyltransferase NadD (Staphylococcus aureus N315); inhibition, % at 20 µM; purified NadD enzyme, colorimetric absorbance read-out; actives 0.78% (n = 360,000); AID 602399, 2012; in the data active = inhibition above about 26%; note: some compounds past the cut are filed as inactive
Scp1 inh = Scp-1 phosphatase inhibitors, primary screen, biochemical, colorimetric, uHTS; Carboxy-terminal domain RNA polymerase II polypeptide A small phosphatase 1 (Homo …; Recombinant Scp1, phosphopeptide, malachite green phosphate absorbance; inhibition, % at 20 µM; actives 0.88% (n = 340,000); AID 493091, 2011;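 active = inhibition above about 50% at 20 µM, limit read from the data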;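 note: plate controls were DMSO wells with enzyme for no effect and wells lacking enzyme for full effect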
Target sequence (Q9GZU7 76-261 limits assumed): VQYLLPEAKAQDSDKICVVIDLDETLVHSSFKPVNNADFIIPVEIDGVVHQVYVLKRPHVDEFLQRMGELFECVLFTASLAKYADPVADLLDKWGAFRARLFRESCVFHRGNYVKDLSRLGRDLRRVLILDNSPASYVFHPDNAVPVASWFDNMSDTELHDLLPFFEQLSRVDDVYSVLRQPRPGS
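Incubation: 45 min enzyme reaction at room temperature / System: truncated SCP-1 phosphatase (76-261aa) / Reagent: Phospho 17-mer peptide substrate / Buffer or medium: Acidic Tris acetate buffer with magnesium and detergent / Signal: absorbance at 630 nm / Doses: one concentration, 20 µM, with 1.0% DMSO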
LMPTP inh = LMPTP phosphatase inhibitors, primary screen, biochemical, fluorescence intensity, uHTS. Low molecular weight phosphotyrosine protein phosphatase (Homo sapiens), P24666. recombinant LMPTP-A, OMFP fluorogenic substrate. inhibition, % at 20 µM. actives 0.22% (n = 360,000);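 active = compounds that cut the enzyme signal by at least half of the control window in the single-dose screen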;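 note: plate controls were DMSO wells with enzyme plus substrate for no effect and substrate without enzyme for full effect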
Target sequence (P24666 whole entry, looked up): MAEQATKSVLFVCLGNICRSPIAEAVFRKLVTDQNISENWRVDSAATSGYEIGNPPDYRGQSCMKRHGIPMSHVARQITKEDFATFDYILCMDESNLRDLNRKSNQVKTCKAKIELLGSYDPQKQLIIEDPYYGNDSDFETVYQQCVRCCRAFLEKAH
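Test system: LMPTP-A phosphatase enzyme; input: 0.625 nM LMPTP-A final; reagent: OMFP substrate, 400 µM final; compound dosing: 20 µM single dose, 3% DMSO; incubation: 50 min dark incubation at room temperature; measured by: endpoint fluorescence intensity from OMFP dephosphorylation; measure: % inhibition relative to no-enzyme and uninhibited control wells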
Neddylation inh = inhibitors of cullin neddylation, primary screen, biochemical, TR-FRET, uHTS, NAE and Ubc12; calls only at 25 µM; actives 0.58% (n = 360,000); in the data active = inhibition above about 36%
SUMO1-SIM PPI = modulators of SUMO1 protein-protein interactions, primary screen, biochemical, uHTS; SUMO1 binding to a labelled peptide, TR-FRET, 1 h; inhibition, % at 20 µM; actives 0.33% (n = 360,000); in the data active = inhibition above about 37%
Target sequence (P63165 whole entry, looked up): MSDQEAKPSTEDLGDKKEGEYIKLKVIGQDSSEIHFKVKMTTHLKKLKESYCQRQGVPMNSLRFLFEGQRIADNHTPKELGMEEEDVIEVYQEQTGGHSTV
STEP block = STEP phosphatase inhibitors, primary screen, biochemical, fluorescence intensity, uHTS; Tyrosine-protein phosphatase non-receptor type 5 (Homo sapiens), P54829; recombinant STEP, OMFP fluorogenic substrate; inhibition, % at 20 µM; actives 0.25% (n = 360,000);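 active = inhibition at 20 µM, scaled per plate between control wells, above about 37%, limit read from the data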;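 note: 0% = DMSO with enzyme and substrate and 100% = substrate only without enzyme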
Target sequence (P54829 whole entry, looked up): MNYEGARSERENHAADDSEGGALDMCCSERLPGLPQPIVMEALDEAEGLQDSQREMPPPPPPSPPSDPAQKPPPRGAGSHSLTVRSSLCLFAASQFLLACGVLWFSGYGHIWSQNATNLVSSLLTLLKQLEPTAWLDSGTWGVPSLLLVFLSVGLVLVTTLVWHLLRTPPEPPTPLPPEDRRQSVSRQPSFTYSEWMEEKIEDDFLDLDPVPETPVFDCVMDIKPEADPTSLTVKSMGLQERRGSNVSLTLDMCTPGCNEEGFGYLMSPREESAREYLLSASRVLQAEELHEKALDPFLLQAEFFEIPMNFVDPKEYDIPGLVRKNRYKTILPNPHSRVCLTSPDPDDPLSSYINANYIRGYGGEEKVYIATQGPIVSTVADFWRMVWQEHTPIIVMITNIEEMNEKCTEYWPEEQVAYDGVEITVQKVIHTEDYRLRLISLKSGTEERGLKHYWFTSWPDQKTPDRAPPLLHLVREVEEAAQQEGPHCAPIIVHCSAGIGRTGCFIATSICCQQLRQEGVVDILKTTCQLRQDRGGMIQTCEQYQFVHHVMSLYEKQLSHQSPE
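Also added – OMFP at 25 µM · Test system – STEP tyrosine phosphatase · Technique – FITC-channel fluorescence of OMFP product · Schedule – 20 min at room temperature, dark · Evaluation – control-normalized % inhibition with plate pattern correction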
SKN-1 inh = suppressors of acrylamide-induced Pgst-4::GFP reporter in worms, primary screen, SKN-1 inhibitor project, whole organism, uHTS, GFP/RFP fluorescence ratio, strain VP596; C. elegans VP596 Pgst-4::GFP/RFP ratio, 24 h; inhibition, % at 21.8 µM; actives 0.49% (n = 360,000);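 active = interference check ratio from 0.5 to 1.5 plus GFP to RFP signal ratio inhibition reaching or exceeding a fixed threshold, cut at about 30% in these data, passing the limit was not always enough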; note: some compounds called inactive have numbers as strong as hits
DNMT1 block = human DNMT1 methyltransferase inhibitors, primary screen, biochemical, molecular beacon, fluorescence, HinP1I cleavage, uHTS; inhibition (reported as % activation of signal), % at 10 µM; actives 0.83% (n = 360,000); AID 588458, 2011; in the data active = inhibition above about 50%
Active calls of the source: *; i = inactive; . = no result given.

Order of results: TbMetRS inhib, CendR NRP1 mod, NadD block, Scp1 inh, LMPTP inh, Neddylation inh, SUMO1-SIM PPI, STEP block, SKN-1 inh, DNMT1 block
> Cc1ccc(C(=O)N2CCC3(CC2)Oc2ccc(F)cc2C(=O)C32CC(c3ccccc3)=NO2)s1 (centres undefined)
→ -0.2, 5, 13, -14, 3.1, i, 1, 7, 10, -9
> CCN(CC)S(=O)(=O)c1ccc(S(=O)(=O)NCc2cccs2)cc1
→ -1.2, -4, 0, 6, 0.0, i, -1, 0, -12, 1
> O=C(NCc1ccc(F)cc1)c1noc2c1CCCC2
→ -0.5, -7, -3, 5, -0.8, i, 1, -2, 24, 2
> CCC(C)(C)NC(=O)CN(C(=O)c1snc(C(N)=O)c1N)c1ccc2c(c1)OCO2
→ -1.5, 10, -4, -5, -1.2, i, -5, -1, -2, 10
> CC(C)CCNC(=O)C(CC(C)C)N(Cc1ccc2c(c1)OCO2)C(=O)c1snc(C(N)=O)c1N (centres undefined)
→ -0.4, 15, -8, -5, 1.1, i, -6, 3, -14, 4
> Cc1ccc(NS(=O)(=O)c2ccc(NC(=O)C3CC3)cc2)c(C)c1
→ 0.1, 20, -9, -8, 0.3, i, -7, -2, -10, 2
> O=C(NCCc1ccccn1)C1CC(=O)N(Cc2ccccc2Cl)C1 (centres undefined)
→ -0.6, 2, -5, -7, -0.4, i, 2, 0, -1, -4
> Fc1ccc(-n2c(Cc3ccccc3)nnc2SCc2nc(-c3ccc(Cl)cc3)no2)cc1
→ -0.4, -11, 9, 2, 6.1, i, 0, 1, 12, -4
> O=C(CC1SC(=Nc2ccccc2)N(CCc2c[nH]c3ccccc23)C1=O)Nc1ccccc1F (centres undefined)
→ -0.6, -34, 20, -9, 2.9, i, 0, 30, 15, -16
> Cc1ccc(S(=O)(=O)CCc2nc3ccccc3n2CCC#N)cc1
→ 0.1, 5, -3, 1, -1.9, i, 3, -3, -7, 3
> CCOC(=O)CNC(=O)c1ccccc1
→ -1.1, 14, -5, 1, -1.0, i, -4, -10, 23, 2
> CCCC(C(=O)NC1CCCC1)N(C(=O)c1snc(C(N)=O)c1N)c1ccc(F)cc1 (centres undefined)
→ 0.1, 6, 4, -4, 0.1, i, -10, 1, -4, -1
> COC(=O)CN(C)C(=O)c1ccc(OC2CCN(S(=O)(=O)N(C)C)CC2)cc1
→ -1.5, -11, 7, -8, -1.1, i, 5, -1, 18, 0
> Cc1ccc(S(=O)(=O)c2ccc([N+](=O)[O-])o2)cc1
→ -0.1, 15, -2, 7, -0.8, i, 1, -1, 10, 9
> CC1CCCN(C(=O)CSc2nnc(-c3ccc(S(=O)(=O)N4CCOCC4)cc3)n2C)C1 (centres undefined)
→ -0.3, 1, -6, -4, -1.7, i, -6, 0, 14, 2
> Cc1cc(C)c2nc(N3CCCC(C(=O)N4CCN(c5ncccn5)CC4)C3)sc2c1 (centres undefined)
→ 0.6, 0, -6, -7, 2.9, i, -3, 4, 26, 0
> CCOc1ccc(-c2cc(C(=O)N3CCN(C)CC3)c3ccccc3n2)cc1
→ -0.2, -4, -7, -1, -0.5, ., -5, 2, -15, -3
> Nc1ccc[n+](CC(=O)c2ccccc2)c1
→ -1.1, -6, 2, -5, 0.0, i, -12, -1, 0, -4
> O=C(CSc1ccccn1)N1CCCC(Nc2ccccc2)C1 (centres undefined)
→ 0.4, 3, 0, -7, -0.7, i, -4, -2, -7, 1
> COc1ccc(Br)cc1CN1CCCCCCC1
→ 0.1, 0, 2, -4, 1.5, i, -5, 0, 17, 1
> O=C(CNc1ccccc1)N/N=C/c1ccc([N+](=O)[O-])cc1
→ -0.4, -5, 12, -1, -0.8, i, -15, 0, 3, -12
> CCOC(=O)[C@@H]1[C@H]2COc3cc(OC)ccc3[C@@H]2N2C(=O)N(c3ccc(C)cc3)C(=O)[C@@]12C
→ -0.4, -5, -7, 2, -0.5, i, -4, -1, -10, -1
> CCS(=O)(=O)N1CCN(c2c(Cl)cccc2[N+](=O)[O-])CC1
→ 0.0, 7, -7, -9, 0.2, i, -18, -4, 8, 3
> O=c1[nH]c(/C=C\c2cccc(Cl)c2)nc(O)c1[N+](=O)[O-]
→ 0.0, -46, 0, -10, -2.9, i, -7, 1, 14, 5
> Cc1ccccc1CC(=O)N1CCCC(CCC(=O)N2CCN(c3ccccn3)CC2)C1 (centres undefined)
→ 2.8, 3, -2, 3, 0.3, i, 1, 2, -3, -3
> COc1cc(OC)c(C(=O)OCC(=O)c2cc(C)n(CC3CCCO3)c2C)cc1OC (centres undefined)
→ -0.4, 8, 1, -5, 0.9, i, 4, -2, -5, -4
> Cc1ccc2nc(C)cc(N/N=C/c3cccnc3)c2c1
→ -0.2, 1, 2, -6, -0.5, i, 2, -2, 7, 0
> CCCCC[C@H](O)/C=C/[C@@H]1[C@@H](C/C=C\CCCC(=O)O)[C@@H](O)C[C@H]1O
→ -1.6, -9, -5, -11, -0.7, i, -3, -1, 0, 0
> CCOC(=O)c1c(C)nc2sccn12
→ -0.3, -2, -8, -9, 0.0, i, 5, 2, -3, 5
> CC(C)(C)C1CCc2sc(-c3nnc(CCl)o3)cc2C1 (centres undefined)
→ -0.6, -6, -5, -6, 0.2, i, -4, 4, -5, 12
> Cc1cc(NC(=O)c2ccc(Cl)cc2)no1
→ -0.5, 8, 1, 3, -0.7, i, 1, 1, 15, 2
> O=C(CCN1CCN(c2ccccc2)CC1)Nc1nccs1
→ 0.2, -1, 3, -11, -0.9, i, -1, 3, -3, 3
> O=C(Cc1cccs1)N1CCN(c2ccccn2)CC1
→ -0.1, 16, 1, 0, 0.6, i, 0, 0, 18, 0
> O=C(Cn1nnc2ccccc21)c1ccc([N+](=O)[O-])cc1
→ -0.5, -10, -4, -9, 0.1, i, -36, 1, -10, 11
> Cc1ccc(CCNC(=O)CCc2nc3ccccc3[nH]2)cc1
→ 21*, 9, -7, -5, -0.1, i, 1, -1, -9, 4
> COc1cccc(CNC(=O)C2CCCN(S(=O)(=O)c3c(C)noc3/C=C/N(C)C)C2)c1 (centres undefined)
→ 0.3, 7, 0, -2, -0.5, i, -2, -3, 7, -1
> O=C(NC1CCSc2ccccc21)c1cc(S(=O)(=O)N2CCOCC2)ccc1Cl (centres undefined)
→ -0.6, -1, -1, 1, -1.0, i, 2, -1, -10, 1
> O=C(CNC(=O)c1ccco1)OCC(=O)c1ccccc1Cl
→ -0.1, 3, -2, -4, 0.6, i, 1, -2, -14, -2
> CCOC(=O)c1ccc(NC(=O)CCOc2ccc(OC)cc2)cc1
→ -1.2, -10, 5, -13, 1.0, i, 1, 1, -23, -6
> COCCn1c(C)cc(C(=O)COC(=O)c2ccccc2Br)c1C
→ -0.5, 10, 0, -14, 2.0, i, 5, 0, -1, -2
> Cc1[nH]c2ccccc2c1/C=C(\C#N)C(=O)NCc1ccccc1
→ -0.3, -41, 3, -4, 1.1, i, -10, 0, -6, 36
> CC(=O)Nc1cc(-c2cccc(NS(C)(=O)=O)c2)cn2c(-c3ccccc3)cnc12
→ 0.1, -22, -4, ., -0.4, i, 13, -1, 23, -8
> CCN(CC)S(=O)(=O)c1ccc(C)c(NS(=O)(=O)c2cc(/C=C/C(=O)O)cc(OC)c2OC)c1
→ -0.2, -10, -7, -1, -2.3, i, -1, -3, 6, 1
> Cn1c(C(=O)NC2CC2)cc2c(=O)n(C)c3ccccc3c21
→ 2.3, -2, -1, 11, -0.1, i, 0, 3, -2, 2
> CCOC(=O)Cc1cnc(NC(=O)NC(C(=O)OCC)(c2ccccc2)C(F)(F)F)s1 (centres undefined)
→ -1.3, 37*, 0, 5, -0.5, i, 5, -4, -8, -1
> CCOc1ccc(NC(=O)C(C)Sc2nnnn2C)cc1 (centres undefined)
→ 0.1, 9, -6, -9, -1.1, i, 1, 1, 7, 0
> CCOc1ccc(NC(=O)CCC(=O)NNC(=O)Nc2cccc(Cl)c2)cc1
→ -0.8, 12, -2, 4, 3.2, i, -6, 0, 7, 4
> CCN(CCS(=O)(=O)c1ccc(Cl)cc1)Cc1nc2ccccc2c(=O)[nH]1
→ 0.6, 1, -2, -7, -1.7, i, -4, -2, 10, -3
> Cc1ccc2nc(SCC(=O)Nc3cccnc3Cl)[nH]c2c1
→ 0.2, 13, -7, -5, -0.6, i, 5, -2, 9, -2

Some of these compounds in order of SMILES length, ascending:
Order of results: TbMetRS inhib, CendR NRP1 mod, NadD block, Scp1 inh, LMPTP inh, Neddylation inh, SUMO1-SIM PPI, STEP block, SKN-1 inh, DNMT1 block
> CCOc1ccc(NC(=O)C(C)Sc2nnnn2C)cc1 (centres undefined)
→ 0.1, 9, -6, -9, -1.1, i, 1, 1, 7, 0
> O=C(CNC(=O)c1ccco1)OCC(=O)c1ccccc1Cl
→ -0.1, 3, -2, -4, 0.6, i, 1, -2, -14, -2
> Cc1ccc2nc(SCC(=O)Nc3cccnc3Cl)[nH]c2c1
→ 0.2, 13, -7, -5, -0.6, i, 5, -2, 9, -2
> COCCn1c(C)cc(C(=O)COC(=O)c2ccccc2Br)c1C
→ -0.5, 10, 0, -14, 2.0, i, 5, 0, -1, -2
> Cc1[nH]c2ccccc2c1/C=C(\C#N)C(=O)NCc1ccccc1
→ -0.3, -41, 3, -4, 1.1, i, -10, 0, -6, 36
> CCN(CCS(=O)(=O)c1ccc(Cl)cc1)Cc1nc2ccccc2c(=O)[nH]1
→ 0.6, 1, -2, -7, -1.7, i, -4, -2, 10, -3
> CCOC(=O)Cc1cnc(NC(=O)NC(C(=O)OCC)(c2ccccc2)C(F)(F)F)s1 (centres undefined)
→ -1.3, 37*, 0, 5, -0.5, i, 5, -4, -8, -1
> CC(=O)Nc1cc(-c2cccc(NS(C)(=O)=O)c2)cn2c(-c3ccccc3)cnc12
→ 0.1, -22, -4, ., -0.4, i, 13, -1, 23, -8
> CCN(CC)S(=O)(=O)c1ccc(C)c(NS(=O)(=O)c2cc(/C=C/C(=O)O)cc(OC)c2OC)c1
→ -0.2, -10, -7, -1, -2.3, i, -1, -3, 6, 1

Random draw from the library. Share with any hit: about 4.6%.
